Casp6 inh: human caspase-6 inhibitors, primary screen, biochemical, VEID-R110 fluorescence, single point, set 2; P55212; purified caspase-6, Z-VEID-R110 cleavage fluorescence; inhibition, % at 12.5 µM; actives 0.53% (n = 350,000); AID 686996, 2013;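 active means mean inhibition across replicates at least about 35%, with every replicate also reaching that limit, limit read from the data; inconclusive means only one of the two criteria met; inactive means neither criterion met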;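 further: 0% = median of neutral control wells and 100% = no fluorescence left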
Target sequence (P55212 24-179 limits assumed): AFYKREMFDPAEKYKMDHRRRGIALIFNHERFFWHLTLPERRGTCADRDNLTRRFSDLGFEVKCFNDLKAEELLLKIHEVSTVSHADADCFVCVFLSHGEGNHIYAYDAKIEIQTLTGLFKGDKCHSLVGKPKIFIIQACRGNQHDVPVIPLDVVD
Target sequence (P55212 194-293 limits assumed): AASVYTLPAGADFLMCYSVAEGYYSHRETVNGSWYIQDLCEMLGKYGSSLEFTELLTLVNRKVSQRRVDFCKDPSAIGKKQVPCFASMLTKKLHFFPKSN
INS-1E GSIS act: GLuc luminescence reporter in INS-1E cells, primary screen for activators of glucose-dependent secretion of insulin; INS-1E GLuc reporter insulin secretion, 2-3 h; activation, % at 16.6 µM; actives 0.61% (n = 370,000);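 active means lowest replicate activation of at least 40%, so every replicate reaches that level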;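 further: 0% = median of neutral control wells and 100% = median of IBMX positive control wells; some compounds called inactive have numbers as strong as hits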
DENV2 CPE rescue: inhibitors of DENV2 cytopathic effect, primary screen, cell-based, plate reader, single concentration; DENV2-infected cells, cytopathic effect rescue; CPE inhibition, % at 9.99 µM; actives 1.7% (n = 350,000); in the data active means CPE inhibition above about 20%, passing the limit was not always enough; inconclusive means no clear call, values can overlap the other calls; tested in BHK-21 cells;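 further: 0% = median of neutral control wells and 100% = median of positive control wells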
CFTR F508del cor: F508del CFTR correction, initial screen, CFBE line, single point | AID 720511, 2013 | activity (quench increase), % at 7.58 µM | actives 0.36% (n = 350,000) | CFBE cells, YFP halide quenching; stimulated with forskolin plus potentiator P3; % fluorescence drop versus neutral controls;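 active means mean added fluorescence quench of at least 8% versus neutral control, with both replicates also reaching 8%; inconclusive means only one of the mean or replicate conditions met; inactive means mean below 8% and not both replicates reaching 8%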;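 further: cells transiently co-express mutant CFTR-F508del with the halide-sensitive YFP; corrector assay measuring rescue of mutant channel to the surface after 24 h compound exposure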
RAD52 inh: RAD52 DNA annealing inhibitors, primary screen, biochemical, FRET, single point, set 2 | recombinant RAD52 DNA annealing, FRET fluorescence | inhibition, % at 18.7 µM | actives 0.46% (n = 360,000);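 active means every replicate showing at least 50% inhibition; inconclusive means mean inhibition at least 50% but not in every replicate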
RAD54 inh: inhibitors of human RAD54 branch migration, primary screen, biochemical, fluorescence, single point; DNA repair and recombination protein RAD54-like (Homo sapiens), Q92698; RAD54 Holliday junction branch migration, FAM/BHQ fluorescence; inhibition, % at 10.4 µM; actives 0.14% (n = 360,000);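 active means mean normalized replicate activity at least 40 and at least half of replicates scoring 40 or more; inconclusive means only one of the two criteria met; inactive means mean below 40 and under half of replicates reaching 40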;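 further: 0% = median of neutral control wells and 100% = median of positive control wells; inhibitors cause a drop in the FAM fluorescence signal; in these data hits start at about 50%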
E-sel inducer: E-selectin induction in HUVECs, primary screen, imaging, HUVEC, immunofluorescence imaging, single point | AID 686992, 2013 | activation, % at 7.58 µM | P16581 | normalized: neutral wells 0, TNF-alpha wells 100 | actives 0.37% (n = 260,000);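 active means mean E-selectin-positive cell signal at least 10% of the positive control, reached in at least 60% of replicates, without over 20% cell loss; inconclusive means no rule given, readout overlaps actives, possibly toxicity-flagged; inactive means the rest, including those meeting only one limit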;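 further: in these data hits start at about 27%; measured in HUVEC primary endothelial cells; signal is the percent of cells scored E-selectin positive by PE staining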
Target sequence (P16581 whole entry, looked up): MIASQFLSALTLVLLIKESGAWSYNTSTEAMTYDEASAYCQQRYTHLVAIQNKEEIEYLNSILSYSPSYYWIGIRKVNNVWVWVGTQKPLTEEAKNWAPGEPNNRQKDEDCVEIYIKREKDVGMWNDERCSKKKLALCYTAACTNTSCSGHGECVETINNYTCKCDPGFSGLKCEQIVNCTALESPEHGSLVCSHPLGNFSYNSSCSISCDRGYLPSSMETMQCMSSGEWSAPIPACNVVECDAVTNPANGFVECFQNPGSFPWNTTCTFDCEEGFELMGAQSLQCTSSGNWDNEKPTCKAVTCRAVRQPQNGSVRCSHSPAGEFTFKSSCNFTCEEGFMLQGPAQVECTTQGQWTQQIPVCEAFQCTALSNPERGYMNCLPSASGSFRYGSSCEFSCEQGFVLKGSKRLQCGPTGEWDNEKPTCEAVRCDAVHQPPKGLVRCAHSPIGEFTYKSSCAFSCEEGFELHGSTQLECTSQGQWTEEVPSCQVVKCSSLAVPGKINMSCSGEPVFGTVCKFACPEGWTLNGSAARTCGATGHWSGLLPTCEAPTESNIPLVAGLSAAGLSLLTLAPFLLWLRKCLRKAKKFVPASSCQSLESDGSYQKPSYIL
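Material: HUVEC primary endothelial cells; Amount: 3,000 cells per well; Dosing: single concentration; Medium: EGM-2 growth medium on 0.1% gelatin-coated wells; Read-out basis: percent E-selectin-positive cells; Signal: immunofluorescence imaging; Control set: TNF-alpha, DMSO.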
Xi reactivation: activators of inactive X chromosome reactivation, primary screen, imaging, XiGFP fibroblasts, GFP high-content imaging, set 2. XiGFP mouse fibroblasts, % GFP-positive cells imaging, 3 d; cells co-treated with 5-aza-dC sensitizer; scaled so ellipticine positive control = 100%. activation, % at 7.58 µM. actives 0.055% (n = 360,000). AID 743238, 2013;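 active means mean normalized replicate activation at least 10% and every replicate at or above 10%; inconclusive means only one of the two criteria met; inactive means mean below 10% and not all replicates reach 10%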;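 further: 0% = median of on-plate neutral control wells and 100% = ellipticine 6 µM median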
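material = 68-5-11 XiGFP fibroblast line | medium = DMEM plus 5-aza-dC sensitizer | schedule = 3 days compound exposure | benchmarks = positive control ellipticine, 6 µM final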
* marks the source's active call; other numbers are inactive results; ? = inconclusive; . = no result given. No enrichment for hits, and some 3.7% of all compounds hit somewhere here.

compound	Casp6 inh	INS-1E GSIS act	DENV2 CPE rescue	CFTR F508del cor	RAD52 inh	RAD54 inh	E-sel inducer	Xi reactivation
CCOC(=O)N1CCN(C(=O)CSCC(=O)N=c2sc3cc(OC)ccc3n2C)CC1	-3	1	0	1.2	-13	14	0.6	0.0
CC(C)CC#Cc1ccc2c(c1)O[C@@H](CN(C)Cc1ccccc1F)[C@H](C)CN([C@@H](C)CO)S2(=O)=O	0	44	12	-2.2	-7	-2	0.3	-0.9
C[C@@H]1CN([C@H](C)CO)C(=O)c2cc(NS(=O)(=O)c3ccc(F)cc3)ccc2O[C@H]1CN(C)S(=O)(=O)c1ccc(F)cc1	0	0	15	0.9	12	-8	0.0	0.2
O=C(NCCN1CCOCC1)c1ccc2c(c1)ncn2C1CCCC1	-2	-11	-8	1.4	-14	0	2.5	0.4
CC1(Cc2ccc(Cl)cc2)C(=O)Nc2ccc(-c3ccc(F)c(Cl)c3)cc21 (configuration not stated)	-1	1	-9	-3.0	-16	-4	0.1	0.0
COCC#Cc1cnc2c(c1)C(=O)N([C@@H](C)CO)C[C@@H](C)[C@H](CN(C)C(=O)C1CC1)O2	2	26	1	-0.2	2	6	1.3	-0.9
COC(=O)C1=CN(Cc2ccc(OC)c(OC)c2)C=C(C(=O)OC)C1c1ccccc1F	2	11	?	2.4	-3	-17	-0.1	0.0
COc1ccccc1NC(=O)Nc1nc(CC(=O)NCc2ccc(F)cc2)cs1	1	-16	1	2.1	2	2	-2.1	-0.2
Cc1ccc(O)c(NC(=O)c2cc([N+](=O)[O-])ccc2Cl)c1	17	-5	-2	-0.3	0	.	.	0.0
COc1cc(CN2CC3(CN(C(=O)Nc4cccc(F)c4)C3)c3c(n(C)c4cc(OC)ccc34)[C@H]2CO)cc(OC)c1	1	14	0	-1.8	4	.	0.3	0.1
Cc1ccc(C(C)C)c(OCC(=O)NNC(=O)Nc2ccccc2)c1	4	-29	-3	0.2	-10	.	.	0.0
CC1(C)CC(CCN(Cc2ccccc2)C(=O)c2ccco2)(c2ccccc2)CCO1 (configuration not stated)	6	-25	-1	.	-11	-7	.	0.2
CC(NC(=O)C(=O)N1CCCCC1)C(c1cccs1)N1CCN(C)CC1 (configuration not stated)	-11	4	-8	1.0	-14	-1	.	0.1
Cc1ccc(-n2c(-c3cnccn3)n[nH]c2=S)c(Br)c1	-1	10	2	-0.2	3	.	1.4	0.0
CCN1CCN(c2ncnc3c2cnn3-c2ccc(C)cc2C)CC1	-2	-3	-1	1.4	-14	0	-0.1	0.0
O=C(OCC(=O)c1c[nH]c2ccccc12)c1ccc([N+](=O)[O-])s1	3	1	-4	0.0	-8	4	.	0.0
O=C(c1cccnc1)N1CC2(C1)[C@H](c1ccccc1)[C@@H](CO)N2Cc1ccccc1	-1	8	108*	-1.5	-2	.	0.0	0.0
Cn1ncc(Cl)c1C(=O)N1CCN(C(=O)c2ccco2)CC1	3	1	-3	-1.1	-11	.	.	0.0
Cn1c(NC(=O)C2CCCO2)cc(=O)n(C)c1=O (configuration not stated)	0	-3	-5	-1.5	2	-15	.	.
COc1ccc(S(=O)(=O)N2CCC3(CC2)CN(Cc2ccncc2)[C@H](CO)c2[nH]c4cc(OC)ccc4c23)cc1	.	31	-9	0.8	6	.	-0.7	0.2
CO[C@H]1CN(C)C(=O)c2ccc(NC(=O)C3CCOCC3)cc2OC[C@@H](C)NC[C@H]1C	2	18	-3	-1.3	-10	-1	0.1	0.1
Cc1cccc(NC(=O)CNC(=O)CSc2nc(N)cc(N)n2)c1C	15	-6	?	-2.8	-14	-6	0.1	0.0
C[C@H]1CN([C@@H](C)CO)C(=O)c2cc(C#CC3CCCCC3)cnc2O[C@@H]1CN(C)S(=O)(=O)c1ccccc1	-2	-38	-1	5.0	-3	-4	0.1	1.7
CCNC(=O)[C@@H]1[C@@H](CO)[C@@H]2Cn3c(ccc(C4=CCCCC4)c3=O)[C@H]1N2Cc1ccncc1	0	1	-4	-2.1	0	-11	-0.1	0.2
CN(C(=O)c1ccc(NC(=O)Cc2cccc(NC(=O)C3CCCN(C(=O)C4CCCC4)C3)c2)cc1)C1CCCC1 (configuration not stated)	-3	.	-6	1.4	5	-3	0.1	0.1
CN(CC(=O)Nc1cccc(F)c1)C(=O)c1cccnc1Sc1ccccc1	1	-3	-1	0.8	-4	.	-1.2	0.0
Cc1ccc(NC(=O)c2cc(-c3cccs3)on2)cc1C	4	0	-4	0.8	-12	-15	7.3	0.0
CCCC(O)(CCC)C(=O)NN(C(=O)CCl)c1ccccc1	-1	4	-2	1.4	-6	.	.	-0.1
C=CCC(CC=C)(C(N)=O)c1ccccc1	2	-1	-1	-0.7	-3	9	2.8	0.0
Cc1oc(-c2ccccc2)cc1C(=O)NCc1ccncc1	0	.	14	-1.6	-6	.	3.9	-0.1
COc1ccc2c(c1)nc(NCCCO)n2Cc1ccccc1	-4	8	3	0.7	0	7	1.5	0.2
CCOc1ccccc1N(CC(=O)Nc1cccc(OC)c1)S(=O)(=O)c1ccccc1	-5	-6	-4	3.5	-5	3	0.0	0.1
COc1cc(NC(=O)c2cccc([N+](=O)[O-])c2)ccc1NC(=O)c1cc2ccccc2o1	0	20	-1	0.1	-10	-3	-0.5	0.0
CC(=O)N1CC2(C1)[C@H](c1ccc(-c3ccc(C#N)cc3)cc1)[C@@H](CO)N2C(C)=O	-3	7	6	0.5	-3	.	-0.3	0.0
CC(C)NC(=O)N1C[C@@H]2[C@H](c3ccccc31)[C@@H](CO)N2Cc1ccccn1	2	-2	-3	0.4	-38	-6	-0.2	0.0
Fc1ccc(COc2ccc(-c3nnco3)cc2)c(Cl)c1	1	-2	7	-2.8	-20	-1	0.0	0.5
COc1ccccc1-n1c(CNC(=O)c2ccco2)n[nH]c1=S	-5	6	1	-2.4	0	6	.	0.3
CCOc1ccc(C(=O)CCC(=O)Nc2cccc(S(=O)(=O)N3CCCCC3)c2)cc1	-1	-4	-5	1.8	-24	9	-2.0	0.1
Cc1ccc(S(=O)(=O)N2CCN(C(=O)COC(=O)CSc3ccccc3)CC2)c(C)c1	0	-3	5	-1.2	-7	.	0.1	1.1
Cc1ccc(NC(=O)COC(=O)c2ccc(F)cc2Cl)c(Br)c1	3	-22	1	0.4	0	-8	0.0	-0.1
CC(=O)c1cc(Cl)ccc1OCc1cccc(S(=O)(=O)N2CCOCC2)c1	-1	-11	?	-0.7	-7	.	0.2	0.4
Cc1nn(C)cc1CNC(=O)c1ccc(F)cc1	2	11	-17	.	-23	.	.	0.0
CCOC(=O)CNC(=O)N1CCC(CCC(=O)N(C)Cc2ccccc2)CC1	-1	-9	11	5.8	6	-12	0.0	0.0
CCOC(=O)c1c(NC(=O)CN2C(=O)NC3(CCC(CC)CC3)C2=O)sc(C)c1-c1ccc(C)cc1 (configuration not stated)	3	-19	2	.	-12	.	-1.0	0.0
O=C(N/N=C/c1ccncc1)NC12CC3CC(CC(C3)C1)C2	4	.	15	0.1	9	-3	.	0.0
C[C@@H]1CCCCO[C@H](CN(C)Cc2ccc(Cl)c(Cl)c2)[C@H](C)CN([C@@H](C)CO)C(=O)c2cc(NS(C)(=O)=O)ccc2O1	1	-6	16	3.9	6	3	0.2	0.1
Cc1ccc(S(=O)(=O)N2CCOCC2)cc1C(=O)N1CC(C)OC(C)C1 (configuration not stated)	-2	16	-3	0.1	0	3	0.1	0.0
CC(C)c1ccc(C2OCCCO2)cc1	1	20	-5	-0.1	-8	.	-0.2	0.0
COc1c(Br)cc([N+](=O)[O-])c(OC)c1C(=O)NC(=O)Nc1nc(C)cc(C)n1	5	1	-1	2.0	-7	.	0.1	0.0
Cc1c(C(=O)N/N=C/c2ccoc2)cccc1[N+](=O)[O-]	18	-1	7	-3.1	-9	2	0.2	0.0
COc1ccc(S(=O)(=O)N(C)C[C@H]2Oc3ccc(NC(=O)c4ccncc4)cc3CC(=O)N([C@H](C)CO)C[C@H]2C)cc1	1	5	0	-1.8	8	-2	-3.9	-0.7
Cc1ccc2c(c1)COc1c3ccc(C(=O)N[C@@H](CO)C(C)C)cc3nn1-2	1	2	6	1.0	-11	-8	6.6	0.2
O=C(C[C@@H]1CC[C@H]2[C@@H](COC[C@@H](O)CN2Cc2ccncc2)O1)NCc1ccncc1	-1	6	-7	-2.8	-7	0	0.2	-0.1
CN(c1ccccc1)S(=O)(=O)c1ccc(C(=O)OCC(=O)NC(N)=O)cc1	-4	7	-1	-1.2	-4	.	2.3	0.0
C[C@@H]1CN([C@H](C)CO)C(=O)c2cc(N(C)C)ccc2O[C@@H](C)CCCCO[C@H]1CN(C)C(=O)Nc1cccc2ccccc12	2	.	13	-0.5	-6	5	.	.
CN(C)C(=O)c1cccc(-c2ccc([C@H]3[C@@H](CO)N4C(=O)CN(C(=O)C5CCC5)C[C@@H]34)cc2)c1	.	37	-8	0.6	-2	.	-0.2	0.0

Other compounds.
compound	Casp6 inh	INS-1E GSIS act	DENV2 CPE rescue	CFTR F508del cor	RAD52 inh	RAD54 inh	E-sel inducer	Xi reactivation
Cc1c([N+](=O)[O-])cc(C(=O)Nc2ccc3ncccc3c2)cc1[N+](=O)[O-]	1	-2	-3	4.3	-1	1	.	0.0
Cc1ccc(S(=O)(=O)N(C)C[C@H]2Oc3ccc(NS(=O)(=O)c4cn(C)cn4)cc3CC(=O)N([C@H](C)CO)C[C@@H]2C)cc1	.	-2	.	1.1	.	.	-0.1	-1.0
CC(C)c1cn(CC[C@H]2CC[C@@H](NC(=O)C3CC3)[C@H](CO)O2)nn1	6	1	-2	-1.2	-7	-3	-0.3	-0.3
COC(=O)Nc1nc2ccc(Br)cc2s1	0	1	10	-1.4	-4	.	.	0.0
O=C(C1CCCN(Cc2nc(-c3ccc(Cl)cc3)no2)C1)N1CCOCC1 (configuration not stated)	-1	22	4	1.0	7	.	1.1	-0.3
CCOC(=O)C1(CCOc2ccccc2)CCN(Cc2cccs2)CC1	-3	.	3	0.7	-2	.	0.1	0.0
Cc1ccccc1NC(=O)Cn1nc(C)c2ccccc2c1=O	-1	3	?	-2.7	-22	1	.	0.0
Cc1ccccc1-c1ccc2c(c1)O[C@@H](CN(C)C(=O)Nc1ccc(F)cc1)[C@H](C)CN([C@@H](C)CO)S2(=O)=O	-1	-25	6	0.9	6	0	-0.1	-0.9
C[C@H]1CN([C@@H](C)CO)C(=O)Cc2cc(NC(=O)Nc3ccc(C(F)(F)F)cc3)ccc2O[C@H]1CN(C)S(=O)(=O)c1cn(C)cn1	-2	-15	4	1.8	4	-3	0.3	-0.7
COc1ccc(-n2c(Cc3cccn3C)nnc2SCC(=O)N2CCOCC2)cc1	1	6	0	1.1	-19	-8	-0.1	0.3

Bioassay records deposited in PubChem by Broad Institute.
